Compound activity deposited in PubChem by several laboratories.
VIM-2 inh = blocks Pseudomonas aeruginosa VIM-2 metallo-beta-lactamase; purified VIM-2, nitrocefin hydrolysis, epi-absorbance fluorescence; inhibition, % at 5.6 µM; 290,000 compounds, 0.89% hits; AID 1527;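 active = inhibition above the mean of all tested compounds plus 3 SD, cutoff set per screening run, cut at about 7.5% in these data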;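 also: red hydrolysis product quenches plate fluorescence so inhibitors raise well fluorescence; 0% = enzyme with DMSO and 100% = DMSO without enzyme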
GalR3 antagonist = antagonists of human GalR3 | inhibition, % at 3 µM | HEK293 GalR3-CNG cAMP membrane potential fluorescence; galR3 body fused to GalR1 C-terminus | AID 651719 | 360,000 compounds, 0.44% hits;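 active = inhibition above the screen-wide average plus 3 SD, cut at about 13% in these data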;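 also: forskolin and galanin both at EC90 stimulate the cells; cAMP rise reported by CNG channel membrane potential dye signal; 0% = forskolin plus galanin with DMSO and 100% = forskolin alone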
UBC9 SUMO inh = inhibitors of human SUMOylation (UBC9) | HTRF SUMOylation assay, SAE1/SAE2 + UBC9, in vitro | inhibition, % at 35 µM | 290,000 compounds, 0.36% hits | AID 2006; in the data active = inhibition above about 50%, passing the limit was not always enough; also: strong numbers were not always called active
IMP-1 inh = blocks Pseudomonas aeruginosa IMP-1 metallo-beta-lactamase. purified IMP-1, nitrocefin hydrolysis, epi-absorbance fluorescence. inhibition, % at 5.6 µM. 290,000 compounds, 0.45% hits. AID 1556;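 active = inhibition above the mean plus 3 SD of all compounds in the same screening run, cut at about 4.5% in these data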;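 also: 0% = IMP-1 with DMSO and 100% = DMSO wells lacking enzyme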
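System: Purified IMP-1 | Read-out basis: Percent enzyme inhibition | Controls: IMP-1 with DMSO as 0%, enzyme-free DMSO as 100% | Replicates: One well per compound | Doses: 5.6 µM nominal single concentration | Detection: Epi-absorbance fluorescence, 480 nm excitation, 530 nm emission | Incubation: 25 °C, 15 min preincubation, 25 min reaction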
IDE cell inh = cellular human IDE inhibition; inhibition, % at 5.59 µM; 320,000 compounds, 0.41% hits; AID 434962; P14735; HEK cells, FAbetaB cleavage, fluorescence polarization;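 active = percent inhibition above the average of all tested compounds plus 3 SD, set per screening campaign, cut at about 16% in these data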;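 also: IDE supplied by intact live HEK cells; FP after avidin binding of uncleaved biotin substrate so inhibition keeps polarization high; 0% = DMSO wells and 100% = 60 µM reference IDE inhibitor Ii1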
p-CIP stab down = lowers stability of the mouse p/CIP coactivator protein | F442A p/CIP-EGFP cells, EGFP fluorescence, 16 h | decrease of EGFP signal, % at 10 µM | 290,000 compounds, 0.01% hits;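 active = EGFP signal decrease of at least 30% at 10 µM or well 3 SD below plate mean, unless failing retest; inactive = the rest, including hits failing retest or dose response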; also: some compounds called inactive have numbers as strong as hits; many of its hits are not listed in these tables
Target sequence (Q05BA5 1-1403): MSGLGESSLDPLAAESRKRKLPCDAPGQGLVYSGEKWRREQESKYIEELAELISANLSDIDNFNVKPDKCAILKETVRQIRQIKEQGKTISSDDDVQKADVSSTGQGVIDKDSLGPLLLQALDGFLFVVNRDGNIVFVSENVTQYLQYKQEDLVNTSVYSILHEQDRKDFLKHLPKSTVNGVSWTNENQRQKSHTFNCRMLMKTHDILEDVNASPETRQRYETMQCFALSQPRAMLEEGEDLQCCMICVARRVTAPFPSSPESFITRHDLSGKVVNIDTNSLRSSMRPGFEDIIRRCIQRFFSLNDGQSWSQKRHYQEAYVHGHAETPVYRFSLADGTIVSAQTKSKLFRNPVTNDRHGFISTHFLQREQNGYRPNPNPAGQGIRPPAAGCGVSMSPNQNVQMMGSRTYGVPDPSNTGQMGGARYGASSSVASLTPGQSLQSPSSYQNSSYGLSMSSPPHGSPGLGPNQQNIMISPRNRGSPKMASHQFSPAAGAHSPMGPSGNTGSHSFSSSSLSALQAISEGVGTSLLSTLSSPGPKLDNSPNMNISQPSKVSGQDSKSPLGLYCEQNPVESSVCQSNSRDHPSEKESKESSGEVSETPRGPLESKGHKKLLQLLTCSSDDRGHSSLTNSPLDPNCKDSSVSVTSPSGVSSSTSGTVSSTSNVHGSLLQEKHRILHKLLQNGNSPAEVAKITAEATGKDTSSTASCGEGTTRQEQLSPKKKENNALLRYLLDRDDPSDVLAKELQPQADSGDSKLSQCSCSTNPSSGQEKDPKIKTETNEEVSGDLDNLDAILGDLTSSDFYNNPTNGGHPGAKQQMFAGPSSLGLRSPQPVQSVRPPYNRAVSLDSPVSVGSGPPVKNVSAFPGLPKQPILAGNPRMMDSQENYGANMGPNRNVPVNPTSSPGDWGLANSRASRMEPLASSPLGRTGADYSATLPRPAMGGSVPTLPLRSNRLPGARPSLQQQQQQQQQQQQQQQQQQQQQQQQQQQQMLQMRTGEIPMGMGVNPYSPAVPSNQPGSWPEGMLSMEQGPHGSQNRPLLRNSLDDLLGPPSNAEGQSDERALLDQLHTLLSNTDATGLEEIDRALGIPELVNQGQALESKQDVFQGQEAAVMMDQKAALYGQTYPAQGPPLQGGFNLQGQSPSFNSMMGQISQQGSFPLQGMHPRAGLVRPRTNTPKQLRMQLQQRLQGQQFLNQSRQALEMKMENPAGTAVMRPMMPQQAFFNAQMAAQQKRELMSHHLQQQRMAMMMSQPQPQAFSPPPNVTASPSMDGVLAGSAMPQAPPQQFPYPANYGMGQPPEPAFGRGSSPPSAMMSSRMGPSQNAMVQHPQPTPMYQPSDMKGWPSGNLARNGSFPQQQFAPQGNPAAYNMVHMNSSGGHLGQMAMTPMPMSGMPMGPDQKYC
CRFBP-R2 block = blocks CRF-induced signaling of the CRF-BP/CRF-R2 complex. HEK293 CRF-R2/CRF-BP, CRF-induced calcium fluorescence. inhibition, % at 11.8 µM. 350,000 compounds, 0.59% hits. AID 588475;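 active = inhibition of the ligand-induced calcium signal above about 50% at the single tested concentration, limit read from the data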
IDE cell activ = boosts human insulin-degrading enzyme activity in HEK cells. P14735. FAbeta-B cleavage, fluorescence polarization; 0% vehicle, 100% cell-free pure enzyme wells. activation, % at 5.96 µM. 340,000 compounds, 0.073% hits;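 active = activation above the mean of all tested compounds plus 3 SD, set per screening campaign, cut at about 17% in these data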
NS3 helicase inh = HCV NS3 helicase inhibition. NS3 helicase DNA unwinding, Cy5 molecular beacon fluorescence. inhibition, % at 10.9 µM. 290,000 compounds, 0.56% hits;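 active = inhibition above the mean of all tested compounds plus 3 SD, set per campaign, cut at about 35% in these data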;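 also: 0% = DMSO wells and 100% = thioflavine S control wells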
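Control set: DMSO versus 110 µM thioflavine S; Material: NS3 helicase fragment of HCV; Measured by: Cy5 fluorescence at 0 and 60 min, beacon hairpin quenching; Read-out basis: percent inhibition from t60/t0 fluorescence ratio; Times: reaction time 60 min, 25 °C; Repeats: single replicate; Compound dosing: single dose, 10.9 µM nominal final, DMSO 0.8% final.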
Numbers without * were called inactive; x = no result given.

Values run as follows: VIM-2 inh, GalR3 antagonist, UBC9 SUMO inh, IMP-1 inh, IDE cell inh, p-CIP stab down, CRFBP-R2 block, IDE cell activ, NS3 helicase inh
> CCOc1ccccc1NC(=O)NC1(C(=O)NCc2cccnc2)CCCCC1
    -3.4, -6, 13, -4.6, 6, 1, 1, 0, 0
> CC(=O)c1cccn1S(=O)(=O)c1ccccc1
    -2.1, -1, 3, -3.8, 0, -6, 13, 3, 0
> NS(=O)(=O)c1ccc(NC(=O)COC(=O)c2ccc([N+](=O)[O-])s2)cc1
    -3.2, -4, 26, -3.4, -6, -2, 1, -3, 0
> Cc1ncc(/C=C2\C(=O)Nc3ccccc32)[nH]1
    -2.5, -3, -31, -2.0, 5, -17, -17, x, -6
> Cc1ccccc1Cn1nnc(-c2ccc(F)cc2)n1
    -1.2, -11, 8, -1.1, -2, 8, 9, 3, -18
> Cc1ccc(-c2cc(=O)[nH]c3ccccc23)cc1
    -2.6, -3, x, -3.6, 0, x, -13, -3, -1
> COc1ccccc1C1CCN(Cc2ccc(Cl)cc2Cl)CC1
    -0.6, -11, -11, 1.4, -1, -6, 7, 2, -4
> Nc1[nH]ncc1N=Nc1ccc(Cl)cc1
    -4.3, 1, -6, -6.6, 0, 2, 3, -1, -1
> COc1ccc(NC(=O)CSc2nc3ccccc3c(=O)n2CCNC(C)=O)cc1
    0.3, 5, -9, -2.0, -5, 5, -17, 2, 19
> NC(=O)CCc1c[nH]c2ccccc12
    -1.5, -3, 4, 1.3, 3, -10, -21, 2, 6
> CC(=O)N1CCN(C(=O)c2cc(C)oc2C)CC1
    x, 0, x, x, -5, x, 0, 6, x
> CC(C)C[C@H](NC(=O)[C@H](Cc1ccccc1)n1c(=O)[nH]c2ccccc2c1=O)C(=O)N1CCC[C@H]1C(=O)O
    -2.2, -6, -6, -4.7, 10, 8, 7, 1, -6
> Cc1ccccc1OCCC(=O)Nc1cccc(S(=O)(=O)Nc2ccccc2Cl)c1
    -0.9, -4, 2, -3.7, 2, -1, 10, 4, -4
> O=C(Oc1ccc(/C=N/NC(=O)c2ccco2)cc1)c1ccccc1
    x, 5, x, x, -2, x, 2, 2, x
> COC(=O)Cn1cc(/C=C/[N+](=O)[O-])c2ccccc21
    1.0, 0, 9, 0.9, 3, -11, -10, 2, -8
> CN(C)c1nc(SCc2ccccc2)nc(N2CCOCC2)n1
    1.2, -3, -9, 1.4, -1, -13, 0, 0, -11
> CC(=O)C1=C(O)C(=O)N(c2ccc(Br)cc2)C1c1cccc(F)c1 (stereo not drawn)
    -1.5, -8, 6, -2.9, 0, 2, 10, 2, 37*
> O=C(NNC(=O)C1CCCCC1)c1ccncc1
    -3.0, -6, 5, -3.0, 5, -1, 4, 5, 2
> Cc1[nH]n(C(N)=S)c(=O)c1N=Nc1ccc2ccccc2c1
    -4.9, -1, 3, -5.1, x, 10, -34, -1, 8
> CN(c1ccccc1)S(=O)(=O)c1ccc(C(=O)NNC(=O)c2ccccc2)cc1
    x, -5, x, x, 7, x, -2, 2, x
> CCN(CC(=O)Nc1c(F)cccc1F)C(=O)CCSc1ccc(F)cc1
    x, -4, x, x, 0, x, 7, 5, x
> CC1(C)CC(=O)C=C(NCC(=O)O)C1
    -1.1, -1, 5, -0.3, -2, 1, 1, 3, 12
> CCCCCN(C(=O)CCC(=O)OCC(=O)c1cccc(OC)c1)c1c(N)n(CCCC)c(=O)[nH]c1=O
    -3.0, -2, -1, -4.3, 0, -15, -8, 5, -5
> CC1=C(C)[N+](=O)C2(O)CCCCC2(C)N1[O-] (stereo not drawn)
    3.2, -2, 0, -0.4, 5, -5, -11, 0, 0
> COc1ccc(CCC(=O)Nc2cc(S(=O)(=O)N3CCCCC3)ccc2N(C)C)cc1
    x, -7, x, x, 2, x, 8, 0, x
> Cc1ccccc1NC(=O)Nc1cccs1
    -4.5, 0, -14, -2.4, 0, -7, 1, 1, 7
> Cc1cc(=O)[nH]c(SCC(=O)NC2CCCCCC2)n1
    x, -6, x, x, 2, x, 15, 1, x
> CCn1c(SCC(=O)Nc2cc(C)on2)nnc1-c1c[nH]c2ccccc12
    -3.8, x, 8, -3.0, 5, -10, 7, -4, 5
> Cc1csc(Sc2ccc([N+](=O)[O-])cc2C(=O)OCC(=O)NC2CCCC(C)C2C)n1 (stereo not drawn)
    -1.8, 0, 39, -1.9, -3, 2, 21, 4, 3
> CCC(C)c1ccc(S(=O)(=O)N2CCN(c3ccccn3)CC2)cc1 (stereo not drawn)
    -0.6, -6, 10, -0.5, 2, 6, 31, -4, 1
> CCOc1cc(N2CCOCC2)c(OCC)cc1NC(=O)Cn1nc(C)c([N+](=O)[O-])c1C
    x, 5, x, x, -2, x, 29, -4, x
> C=CCn1c(SCCCCCC)nc(O)cc1=O
    -2.4, -1, -5, -2.5, 2, 3, 14, 6, 14
> COc1ccc(-c2nsc(SCC(=O)Nc3ccc4c(c3)OCO4)n2)cc1
    -2.0, -4, 7, -1.6, 1, -6, -9, -5, 2
> Cc1cccc(N2CCN(C3CCCCC3NS(=O)(=O)c3ccccc3)CC2C)c1 (stereo not drawn)
    -2.2, x, 0, -4.4, 1, -14, -5, 6, -11
> O=C(O)CCCN1C(=O)c2ccccc2Sc2ncccc21
    -2.1, -8, 2, -4.8, x, -7, 4, 0, -6
> CCCCN(C)C(=O)c1coc(=O)c2ccccc12
    -1.1, 1, -11, -3.5, 0, -4, -1, -1, 2
> COc1cccc(OC)c1OCCCN1CCC(Cc2ccccc2)CC1
    -1.2, -2, 1, -1.9, 0, -7, -6, 0, -32
> CC(C)c1nnc(SCC(=O)Nc2ccc3c(c2)OCCO3)n1C
    -3.6, 0, 3, -3.7, 1, -16, 3, -3, 10
> CC(C)Cn1c(-c2ccco2)n[nH]c1=S
    17*, -2, 16, -4.2, 7, 0, 11, -16, 1
> COc1ccc(NC(=O)c2cc3c(COC(C)=O)cnc(C)c3oc2=Nc2cccc(C(=O)O)c2)c(OC)c1
    0.6, x, 12, -0.8, 0, -13, 17, 0, -3
> COc1ccccc1N1CCN(c2ccc([N+](=O)[O-])cn2)CC1
    -0.7, -9, 16, -2.7, -14, -1, 2, -2, 1
> O=C1C2ON(c3ccccc3)C(c3ccncc3)C2C(=O)N1c1ccc(Br)cc1 (stereo not drawn)
    -3.3, -3, -42, -3.4, 2, -10, -10, 7, 2
> O=S1(=O)CCN2C=C(Br)C=C(Br)C2=N1
    -4.0, -6, 19, -4.8, 0, -3, 12, 3, -1
> CCCc1cc(=O)[nH]c(SCC(=O)Nc2ccc(Cl)c(S(=O)(=O)N3CCOCC3)c2)n1
    x, 3, x, x, 4, x, -1, 0, x
> COc1cccc(NC(=O)c2cc3ccccc3cc2OC)c1
    -0.5, -2, 5, -0.4, 0, 14, 11, 4, -9
> CC(C)CC(COCc1cccc(Cl)c1)N1CCN(C(=O)c2cccc(C(F)(F)F)c2)CCC1=O (stereo not drawn)
    -3.8, -6, -21, -2.9, 3, -9, 2, 3, -7
> O=S(=O)(NC1CCCCC1N1CCN(c2cccc(Cl)c2)CC1)c1ccccc1 (stereo not drawn)
    -1.2, x, -11, -0.8, -7, -6, -26, 10, -31
> COc1cc2c(cc1OC)C(c1ccncc1)CC(=O)N2 (stereo not drawn)
    -0.8, 8, 0, -3.6, 1, 4, -7, 2, -1
> O=C(CN1CCCCCC1)N1c2ccccc2Sc2ccccc21
    -1.4, -8, 6, -3.4, 5, -2, -11, 10, -11
> O=S(=O)(/C=C/c1ccccc1)N1CCN(c2ccc(F)cc2)CC1
    -0.6, -4, 11, -2.0, 7, 16, 3, -3, -5
> FC(F)(F)c1nc2cc3nc4ccccc4[nH]c3cc2n1
    -0.2, 7, 21, -2.9, 1, -4, 5, 3, -3
> COc1ccc(C2=CC(=O)C[C@H](c3ccc(Cl)cc3)C2)cc1
    x, -7, x, x, -1, x, -4, -5, x
> Cc1cccc(NC(=O)c2ccc(N3CCOCC3)c([N+](=O)[O-])c2)n1
    -2.9, 2, 10, -2.0, -1, -17, 2, 3, 6
> CCOc1ccc(C(c2c(C)[nH][nH]c2=O)c2c(C)[nH][nH]c2=O)cc1OCC
    -0.9, -7, 9, -2.9, 7, 2, -14, 2, -10
> O=C1N=C(N2CCOCC2)S/C1=C/c1ccc(-c2ccc(F)cc2)o1
    0.0, -7, 24, -1.3, 1, -23, -6, -5, 9
> CC1CCN(C(=O)CSc2nnc3c(n2)[nH]c2ccccc23)CC1
    0.8, -7, 3, -1.3, -4, -4, 14, -3, -8
> COCC1CCN(C(=O)C2CCC(=O)N(C3CCCC3)C2)CC1 (stereo not drawn)
    -2.6, 0, -3, -3.1, 5, 4, 9, 1, 6
